12-LOX inh = inhibitors of human 12S-lipoxygenase ALOX12; purified 12hLO, xylenol orange hydroperoxide absorbance; 580,000 compounds, 1.1% hits; Potency, µM (doses to about 108 µM), without a hit: at the highest dose activity change, negative = inhibition, actives largely listed as inhibitors; P18054; also: potency is read from the fitted curve at half-maximal effect; % is scaled to controls: 0 for no effect and ±100 for the full control effect
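Hydroperoxide product was detected by ferrous iron/xylenol orange as the 573 to 405 nm absorbance ratio. Arachidonic acid at 40 uM (final) was turned over for 30 min at room temperature by 150 nM human 12hLO, pH 7.0 Hepes buffer, after 15 min compound preincubation.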
Pol iota inh = blocks human DNA polymerase iota activity. Q9UNA4. Pol iota fluorescent replication assay, 10 min. Potency, µM (highest dose often 115 µM), for the others: top-dose activity, negative = inhibition, actives largely listed as inhibitors. 390,000 compounds, 1% hits; also: potency is read from the fitted curve at half-maximal effect
Target sequence (Q9UNA4 whole entry, looked up): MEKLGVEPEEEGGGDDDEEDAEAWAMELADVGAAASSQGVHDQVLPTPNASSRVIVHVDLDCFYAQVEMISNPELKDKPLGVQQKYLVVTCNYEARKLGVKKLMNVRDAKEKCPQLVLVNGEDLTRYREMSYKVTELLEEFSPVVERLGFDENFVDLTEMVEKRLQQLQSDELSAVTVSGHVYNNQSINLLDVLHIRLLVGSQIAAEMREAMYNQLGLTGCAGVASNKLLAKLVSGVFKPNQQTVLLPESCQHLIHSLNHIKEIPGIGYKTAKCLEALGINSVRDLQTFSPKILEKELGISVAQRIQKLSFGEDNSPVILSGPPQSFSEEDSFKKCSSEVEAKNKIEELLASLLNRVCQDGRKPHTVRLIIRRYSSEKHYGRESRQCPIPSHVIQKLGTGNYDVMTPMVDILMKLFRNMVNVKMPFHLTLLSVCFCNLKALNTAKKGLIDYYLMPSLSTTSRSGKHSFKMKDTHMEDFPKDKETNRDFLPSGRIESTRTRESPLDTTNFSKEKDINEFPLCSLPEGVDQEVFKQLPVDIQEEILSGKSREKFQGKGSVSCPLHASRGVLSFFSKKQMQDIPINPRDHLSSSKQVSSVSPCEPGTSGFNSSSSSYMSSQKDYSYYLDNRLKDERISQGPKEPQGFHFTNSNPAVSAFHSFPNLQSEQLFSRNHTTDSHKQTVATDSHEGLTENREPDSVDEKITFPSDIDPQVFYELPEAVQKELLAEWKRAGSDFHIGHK
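Pol iota at 10 nM preincubated 15 min with compounds at room temperature; reaction started with fluorescent substrate, 50 nM final. Fluorescence read kinetically at 0 and 10 min; buffer-only wells as negative control.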
Pol kappa inh = inhibitors of human DNA polymerase kappa; Q9UBT6; purified Pol kappa, fluorescent DNA synthesis assay, 10 min; Potency, µM (series often up to 107 µM), without a hit: at the highest dose activity, negative = inhibition, most hits filed as inhibitors; 400,000 compounds, 0.53% hits; also: potency is read from the fitted curve at half-maximal effect; % is scaled to controls: 0 for no effect and ±100 for the full control effect
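Here, compound and 10 nM enzyme are combined for 15 min at room temperature; adding 50 nM substrate (final) starts DNA synthesis, tracked by fluorescence at 0 and 10 min against buffer-only wells.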
TRHR agonist = agonists of human TRH receptor | P34981 | TRHR cells, calcium flux fluo-8, FDSS agonist mode | activation, % at 2 µM | 360,000 compounds, 0.18% hits; in the data active = activation above about 30%; also: 0% is about no effect
Target sequence (P34981 whole entry, looked up): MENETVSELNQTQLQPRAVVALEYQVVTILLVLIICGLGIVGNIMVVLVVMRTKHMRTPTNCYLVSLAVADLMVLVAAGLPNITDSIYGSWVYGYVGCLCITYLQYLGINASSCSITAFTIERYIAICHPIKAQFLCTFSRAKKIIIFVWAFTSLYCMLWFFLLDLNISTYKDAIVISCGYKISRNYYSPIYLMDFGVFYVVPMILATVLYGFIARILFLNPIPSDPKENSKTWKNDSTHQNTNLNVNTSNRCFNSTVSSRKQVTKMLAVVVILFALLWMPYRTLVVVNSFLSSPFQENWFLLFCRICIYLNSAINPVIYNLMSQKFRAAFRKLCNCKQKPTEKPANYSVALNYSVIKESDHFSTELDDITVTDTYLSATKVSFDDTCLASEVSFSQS
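In this calcium-flux screen, cells bearing human TRHR are dye-loaded with fluo-8, baselined for 10 cycles, then exposed to library compounds; positive kinetic calcium responses during the agonist phase mark hits, with TRH as control.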
* hit, by the source's call; ? = inconclusive; nt = no result given; [ ] = remark or other dose. Unless noted, calls follow the shape of the dose curve; as a rule, active = well fitted inhibition curve with a large enough effect; inconclusive = small, poorly fitted or top-dose-only effect, or another doubt; inactive = no such curve, though single readings can be large or run the other way. Not all compounds are listed. The share of hits here may be higher or lower than overall.

12-LOX inh | Pol iota inh | Pol kappa inh | TRHR agonist | Compound
nt | 15% | -12% | 0.0 | COc1ccc(C(=O)N(Cc2ccco2)Cc2cccs2)cc1
nt | 18% | 13% | -0.1 | O=S(=O)(c1ccc(Cl)cc1)N1CCN(c2nc(-c3ccc(F)cc3)nc3cc(Cl)ccc23)CC1
nt | -9% | -4% | 0.2 | O=S(=O)(c1ccc(F)cc1)N1CCN(c2nc(-c3ccc(F)cc3)nc3cc(Cl)ccc23)CC1
nt | ? | -4% | 3.6 | COc1ccc(Br)cc1C1NC(c2ccc3c(c2)OCO3)=CC(c2cc(Cl)ccc2O)N1 (stereo not given)
nt | -17% | 3% | 2.1 | O=S(=O)(Nc1cccnc1)c1cccc2ccccc12
nt | 66%[activator] | -10% | 1.0 | COc1ccc(S(=O)(=O)Nc2cccc3cccnc23)cc1
nt | ? | 28µM* | 0.6 | Cc1cc(C)c2c(c1)C1C=CCC1C(C(=O)O)N2 (stereo not given)
nt | -8% | -28% | 0.8 | O=C(Nc1cccc2cccnc12)C(Cl)(Cl)Cl
nt | -8% | -1% | 0.6 | O=C(Nc1cccc2cccnc12)c1ccc(Br)cc1
nt | -2% | 14% | -0.6 | Cc1ccc(-c2nc(N3CCN(S(=O)(=O)c4ccc(F)cc4)CC3)c3ccc(Cl)cc3n2)cc1
61%[activator] | nt | nt | nt | COc1cccc(C(=O)N2CCCN(c3cc(-c4ccc(Cl)cc4)[nH]n3)CC2)c1OC
37%[activator] | nt | nt | nt | COCCCN1C[C@@H]2CN(c3ncnc4c3CCC4)C[C@]2(C(=O)O)C1
? | nt | nt | nt | CC(C)(C)C1CCc2nc(Cl)c(C#N)c(C#N)c2C1 (stereo not given)
4% | nt | nt | nt | CC(C)CCNc1nc2c(c(=O)n(C)c(=O)n2C)n1Cc1cccc(Cl)c1
2% | nt | nt | nt | CC(=O)N/N=C/c1ccccc1
-16%[176 µM] | nt | nt | nt | COc1ccc(CN2C(=O)[C@@H]3C[C@@H](CN3Cc3cccnc3)Oc3ccccc32)cc1
12% | nt | nt | nt | COC(=O)[C@@H]1Cc2c([nH]c3ccccc23)[C@H]2C[C@H](NCCNC(C)=O)C[C@@H](c3ccc(C(F)(F)F)cc3)N21
0% | nt | nt | nt | COc1ccc(CC(=O)Nc2nonc2-c2ccc3c(c2)CCCC3)cc1
? | nt | nt | nt | CSc1cccc(NC(=O)Cn2ccn3nc4c(c3c2=O)CCCCC4)c1
40%[activator] | nt | nt | nt | Cc1cc(C)n(CC(=O)N2CCCC3(C2)Nc2cccnc2NC3=NC2CCCC2)n1 (stereo not given)
0% | nt | nt | nt | O=[N+]([O-])c1ccc(OC2OCC(O)C(O)C2O)cc1 (stereo not given)
2% | nt | nt | nt | COc1ccc(CC(=O)Cc2ccc(OC)c(OC)c2)cc1OC
-1% | nt | nt | nt | CC(=O)Nc1ccc(C(=O)N2CCC3(CC2)N=C(c2ccccc2)NO3)cc1
42%[activator] | nt | nt | nt | COCCCNC(=O)N1CCC2(CC1)CN(Cc1ccc(OC)cc1)C2=O
-6% | nt | nt | nt | COc1ccc(S(=O)(=O)N(C)C[C@H]2OCc3cn(nn3)CCCC(=O)N([C@@H](C)CO)C[C@@H]2C)cc1
47%[activator] | nt | nt | nt | COCCC(=O)N1CCC2(CCCCO2)CC1
56%[activator][176 µM] | nt | nt | nt | COCc1cn([C@H]2CO[C@H]3[C@@H]2OC[C@@H]3NC(=O)Nc2cccc(C#N)c2)nn1
-5% | nt | nt | nt | Cc1ccccc1CC(=O)NCC(C)C
-6% | nt | nt | nt | COCCn1c(N(C)Cc2ccccc2)nc2c1c(=O)[nH]c(=O)n2C
? | nt | nt | nt | O=C1CC(C(=O)Nc2ccc(Br)cc2)c2ccc(F)cc2N1 (stereo not given)
0% | nt | nt | nt | Cc1cn([C@H]2C[C@H](O)[C@@H](CCC(=O)NCCc3ccc4ccccc4c3)O2)c(=O)[nH]c1=O
-4% | nt | nt | nt | O=C(NC(c1ccccc1)c1ccccn1)c1cccc[n+]1[O-] (stereo not given)
3%[6.33 µM] | nt | nt | nt | C[S+](=O)([O-])N1CC2(CCN(Cc3ccccn3)CC2)Cc2ccccc21
? | nt | nt | nt | FC(F)(F)c1cccc(-c2cc3nc(NC4CCCCC4)ccn3n2)c1
30% | nt | nt | nt | CCC(=O)N(C1CCOCC1)C1CCN(Cc2cccc(F)c2F)CC1
11% | nt | nt | nt | COc1ccc(OC)c(NC(=O)CCNS(=O)(=O)c2ccc3c(c2)CC(C)N3C(C)=O)c1 (stereo not given)
26%[176 µM] | nt | nt | nt | CNC(=O)c1cc(-c2cnn(C)c2)cc2c1OCCN2Cc1cccnc1
-29% | nt | nt | nt | O=C(c1cccc(F)c1)N1CC(Oc2ccc(-c3noc(C4CCOCC4)n3)cc2)C1
16% | nt | nt | nt | Cn1ccnc1C(NC(=O)Cc1n[nH]c(=O)c2ccccc12)c1cccc(F)c1 (stereo not given)
18% | nt | nt | nt | O=C(N/N=C/c1cc(Br)cs1)c1ccccc1
? | nt | nt | nt | CC(C)CC(NC(=O)CSc1ccccc1)C(=O)N(C)C (stereo not given)
-19% | nt | nt | nt | N#Cc1cccnc1N1CCN(C(C(=O)O)c2c[nH]c3cc(CO)ccc23)CC1 (stereo not given)
23% | nt | nt | nt | O=C(NCCCN1CCCCC1)c1ccc2c(c1)N(S(=O)(=O)c1ccccc1)CC2
34%[activator] | nt | nt | nt | COCCOCC(=O)N1CCCCCNC(=O)[C@@H]2CCCC[C@@H]21
? | nt | nt | nt | O=C(CCC1CCCC1)OCC(=O)c1ccc2c(c1)OCO2
5% | nt | nt | nt | NC(=O)C1Cc2ccccc2CN1C(=O)CCc1nc2ccccc2[nH]c1=O (stereo not given)
48%[activator] | nt | nt | nt | CCC(C)(C)C(=O)NCCc1noc(-c2ccccc2)n1
34% | nt | nt | nt | O=C(O)c1ccc(CN2C[C@H](O)C[C@H]2c2nc(CS(=O)(=O)c3ccc(F)cc3)no2)cc1
13µM* | nt | nt | nt | Cc1onc(-c2ccccc2)c1C(=O)NN=Cc1cc(Cl)cc(Cl)c1O
13% | nt | nt | nt | COc1ccc2c(c1)OCC(CNC(=O)CCc1ccccc1F)C2 (stereo not given)
8% | nt | nt | nt | COc1cc2c(c(Br)c1N)-c1cc(Br)c(N)cc1C2=O
1% | nt | nt | nt | CC(=O)NC1CCCN(Cc2cccc(OCCN3CCOCC3)c2)C1 (stereo not given)
-8% | nt | nt | nt | CCCCn1cnc2c1c(=O)n(CC(=O)Nc1ccccc1OC)c(=O)n2CCCC
8% | nt | nt | nt | CCn1cc(S(=O)(=O)N[C@@H]2CN(c3ncccn3)C[C@H]2CN(C)C)cn1
50%[activator] | nt | nt | nt | O=C(CCn1cccn1)N1CCC2(CC1)CN(Cc1ccccc1)CC2CO (stereo not given)
0% | nt | nt | nt | O=C(c1ccc(Cl)cc1)N1CCN(c2ccc(N3CCOCC3)nn2)CC1
-28% | nt | nt | nt | O=C(CCc1nnc2ccc(NCc3ccc(Cl)cc3)nn12)NCc1ccc(Cl)cc1
-5% | nt | nt | nt | O=C(NC(c1ccccc1)c1ccsc1)C1CCN(Cc2ccccc2)CC1 (stereo not given)
-8% | nt | nt | nt | CN(CC(=O)NC(N)=O)CC1CCCCC1
14% | nt | nt | nt | CCOCCOC(=O)COc1ccc2c(=O)c(-c3ccc(OC)c(OC)c3)c(C(F)(F)F)oc2c1

Other results follow.
12-LOX inh | Pol iota inh | Pol kappa inh | TRHR agonist | Compound
4% | nt | nt | nt | Cc1cc(C)n(-c2nc3c(c(=O)n(Cc4ccccc4F)c(=O)n3C)n2CC(C)C)n1
9% | nt | nt | nt | CCCCOCCCNC(=O)C[C@@H]1C[C@@]2(C(=O)OCC)CCC=C2N(Cc2ccccc2)C1=O
? | nt | nt | nt | COC(=O)C[C@H]1C=C[C@H](NS(=O)(=O)c2cn(C)cn2)[C@@H](CO)O1
30%[activator][176 µM] | nt | nt | nt | O=C1CC2CCCC(C1)N2C(=O)c1ccccc1Cl
-27% | nt | nt | nt | Cn1cc2c(C(F)(F)F)cc(=O)n(CCC(=O)O)c2n1
38%[activator] | nt | nt | nt | Cc1ccccc1NC(=O)N1CCC(CCN)CC1
-28% | nt | nt | nt | COc1cc(/C=N/O)cc(Br)c1OC(C)=O
-23% | nt | nt | nt | Cc1cc(C)cc(C(O)c2ncc(-c3ccc4ccccc4c3)[nH]2)c1 (stereo not given)
0% | nt | nt | nt | COc1ccc(Cn2cc(CN3CC(N4CCSCC4)CS3(=O)=O)nn2)cc1 (stereo not given)
0% | nt | nt | nt | O[C@@H]1C[C@H](c2ccccc2)N(Cc2cccs2)C[C@H]1n1cc(C2CC2)nn1
1% | nt | nt | nt | COc1cccc(NC(=O)C2(C)CCN2Cc2cccc(OC)c2F)c1 (stereo not given)
1% | nt | nt | nt | O=C(NCc1ccccn1)[C@@H]1CCCN1C(=O)[C@@H]1CCCN1
4% | nt | nt | nt | O=C(NCC1Cc2cccc(-c3cnccn3)c2O1)c1ccc2c(c1)OCCO2 (stereo not given)
48%[activator] | nt | nt | nt | CC(C)c1noc(-c2cccn3c(CNC(=O)c4ccc(F)cc4Cl)nnc23)n1
23% | nt | nt | nt | O=CN1CCCNCC1
4%[6.33 µM] | nt | nt | nt | Cn1cccc1CN1CCC(N2Cc3ccccc3C2=O)CC1
1% | nt | nt | nt | C[C@]1(CO)[C@H]2Cc3sc(NC(=O)COc4ccccc4)nc3[C@@H](CC(=O)O)[C@]2(C)CC[C@H]1O
? | nt | nt | nt | CCOC(=O)c1coc(CNC(=O)c2coc(C)c2)c1
-7% | nt | nt | nt | CCCc1ccc(-c2csc(NC(=O)c3cnc4c(c3)c(=O)n(C)c(=O)n4C)n2)cc1
50%[activator] | nt | nt | nt | CN1CCC(OC2CCN(C(=O)c3ccc(Br)o3)CC2)CC1
28%[176 µM] | nt | nt | nt | CC(C)c1noc([C@@H]2C[C@@H](O)CN2Cc2ccc(N(C)C)cc2)n1
0% | nt | nt | nt | CC(C)Oc1ccc(CNC(=O)C2CCCCC(=O)N2Cc2ccccc2)cc1 (stereo not given)
43%[activator] | nt | nt | nt | CCc1noc([C@@H]2CC(F)(F)CN2C(=O)c2ccc(OC)nc2)n1
-6% | nt | nt | nt | COC(=O)[C@@]1(Sc2ccc(C)cc2)CC(=O)N(C(=O)/C=C/c2ccccc2)[C@@H]1c1ccccc1
3%[176 µM] | nt | nt | nt | CC(=O)N1CCC(N[C@@H]2CO[C@H](CNS(=O)(=O)c3ccc(C)cc3)[C@H]2O)CC1
2% | nt | nt | nt | CC(C)c1ccccc1OCC(=O)Nc1cc(C(F)(F)F)ccc1N1CCOCC1
? | nt | nt | nt | NC(CC(=O)O)C(F)(F)F (stereo not given)
7.1µM* | nt | nt | nt | COC(=O)c1ccc2nc(-c3ccc(F)cc3)c(Cc3ccsc3)n2c1
9% | nt | nt | nt | CC(C)c1noc(C2CCCN(C(=O)NC3CCCCC3)CCC(=O)NCC2)n1 (stereo not given)
-2% | nt | nt | nt | CCOC(=O)c1[nH]c2ccc(F)cc2c1NC(=O)C1CC1

Exported with bars between the fields: six of the compounds above
mol | 12-LOX inh | Pol iota inh | Pol kappa inh | TRHR agonist
O=C(CCC1CCCC1)OCC(=O)c1ccc2c(c1)OCO2 | ? | nt | nt | nt
NC(=O)C1Cc2ccccc2CN1C(=O)CCc1nc2ccccc2[nH]c1=O (stereo not given) | 5% | nt | nt | nt
CCC(C)(C)C(=O)NCCc1noc(-c2ccccc2)n1 | 48%[activator] | nt | nt | nt
O=C(O)c1ccc(CN2C[C@H](O)C[C@H]2c2nc(CS(=O)(=O)c3ccc(F)cc3)no2)cc1 | 34% | nt | nt | nt
Cc1onc(-c2ccccc2)c1C(=O)NN=Cc1cc(Cl)cc(Cl)c1O | 13µM* | nt | nt | nt
COc1ccc2c(c1)OCC(CNC(=O)CCc1ccccc1F)C2 (stereo not given) | 13% | nt | nt | nt

Remaining list, next part.
12-LOX inh | Pol iota inh | Pol kappa inh | TRHR agonist | Compound
9% | nt | nt | nt | FC(F)(F)c1nc2nccnc2[nH]1
? | nt | nt | nt | CC(C)Cn1nc(C(=O)Nc2ccc(I)cc2)c2ccccc2c1=O
13% | nt | nt | nt | O=C(O)c1cccc2c(Br)cccc12
? | nt | nt | nt | CC(C)=CCn1c2ccc(NC(=S)NC3CC3)cc2c(=O)n1C
4% | nt | nt | nt | O=C(NC1CC1)[C@@H]1C[C@H](Oc2cccnc2)CN1C(=O)Cc1ccccc1
13%[176 µM] | nt | nt | nt | Cc1ccc2c(c1)nc1n2[C@@H](CNC(C)C)COC1
-18% | nt | nt | nt | CC(C)CC(N)c1csc(Nc2ccc(C(F)(F)F)cn2)n1 (stereo not given)

High-throughput results from PubChem.
